OX1R antag – antagonists of human orexin 1 receptor (OX1R) | OX1R-expressing cells, FRET antagonist read-out | inhibition, % at 6.6 µM | AID 485270, 2010 | hit rate 1.8% among 330,000 | Orexin/Hypocretin receptor type 1 (Homo sapiens), O43613; in the data active = inhibition mostly above about 38%, no sharp cut-off; inactive = mostly below about 40%;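 also: 0% = agonist challenge alone and 100% = reference antagonist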
Target sequence (O43613 whole entry, looked up): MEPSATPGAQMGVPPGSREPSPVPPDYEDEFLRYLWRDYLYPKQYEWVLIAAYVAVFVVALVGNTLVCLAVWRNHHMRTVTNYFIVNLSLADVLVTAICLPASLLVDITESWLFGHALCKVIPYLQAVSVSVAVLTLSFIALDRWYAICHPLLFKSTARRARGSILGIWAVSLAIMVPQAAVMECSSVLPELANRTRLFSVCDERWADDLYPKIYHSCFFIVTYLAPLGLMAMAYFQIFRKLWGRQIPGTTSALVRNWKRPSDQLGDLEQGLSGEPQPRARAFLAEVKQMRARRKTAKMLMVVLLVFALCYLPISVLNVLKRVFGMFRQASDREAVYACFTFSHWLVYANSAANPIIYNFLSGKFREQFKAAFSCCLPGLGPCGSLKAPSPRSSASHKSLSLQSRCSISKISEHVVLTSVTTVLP
STK33 kinase inh – inhibitors of purified STK33 kinase, primary screen, biochemical, ADP-Glo luminescence, homogeneous, cell-free | Serine/threonine-protein kinase 33 (Homo sapiens), Q9BYT3 | MBP phosphorylation | inhibition, % at 10 µM | hit rate 0.073% among 320,000 | AID 2661, 2010;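 active = inhibition at or above 25%, using the most active replicate where run in duplicate; inactive = inhibition below 25%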
Target sequence (Q9BYT3 whole entry, looked up): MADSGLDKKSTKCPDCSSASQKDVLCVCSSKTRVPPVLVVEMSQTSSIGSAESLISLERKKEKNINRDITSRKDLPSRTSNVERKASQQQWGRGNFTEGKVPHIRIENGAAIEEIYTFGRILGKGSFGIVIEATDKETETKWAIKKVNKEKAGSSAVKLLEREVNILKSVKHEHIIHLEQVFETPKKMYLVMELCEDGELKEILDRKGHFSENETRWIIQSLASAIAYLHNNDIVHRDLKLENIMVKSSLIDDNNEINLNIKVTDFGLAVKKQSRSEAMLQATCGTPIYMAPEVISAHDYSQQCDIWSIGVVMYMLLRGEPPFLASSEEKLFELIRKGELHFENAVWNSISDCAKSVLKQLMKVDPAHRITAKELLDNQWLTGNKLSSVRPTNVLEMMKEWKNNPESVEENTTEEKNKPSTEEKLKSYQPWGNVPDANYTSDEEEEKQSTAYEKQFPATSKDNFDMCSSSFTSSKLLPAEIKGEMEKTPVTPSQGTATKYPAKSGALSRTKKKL
An asterisk follows results filed as active; nt = not tested or not shown.

OX1R antag	STK33 kinase inh	smiles
-2	0.6	COc1ccc2ccccc2c1/C=N\n1c(C)cc(C)c(C(N)=O)c1=O
33	-0.4	CC(C)(C)c1ccc(OCCCC(=O)NC2=NCCS2)cc1
nt	-1.3	O=S(=O)(c1ccccc1C(F)(F)F)N1CCN(CC(O)COc2ccccc2F)CC1 (stereo unspecified)
28	-1.0	COc1ccc(CNC(=O)c2csc(Cc3ccc(Cl)cc3)n2)cc1
101*	1.9	CC(C)(C)C(=O)/C(=C\c1ccc([N+](=O)[O-])cc1)n1cncn1
6	-4.6	COc1ccccc1C(=O)N1CC2(C)CC1CC(C)(C)C2 (stereo unspecified)
11	-1.8	Cc1ccc(NC(=O)c2cnccn2)c(OC(F)F)c1
5	-4.3	CCSc1nnc(NC(=O)CSC2=NN3CCCC(=O)N=C3S2)s1

Later entries.
OX1R antag	STK33 kinase inh	smiles
20	-1.1	O=C(NC(=S)NCCCN1CCOCC1)c1ccc(Br)cc1
30	-1.2	CCn1c(=O)c2c(cnn2C)c2ccccc21
6	-0.2	COc1ccc(N2CCN(C(CNC(=O)C(C)C)c3ccc4c(c3)OCO4)CC2)cc1 (stereo unspecified)
29	-1.7	CCOC(=O)c1sc(=S)n(-c2ccccc2Cl)c1SC
13	1.4	CC(C)NC(=O)Cn1c(SCC(=O)N2CCCc3ccccc32)nc2ccccc21
0	-1.6	COCCCNc1nc2cc(OC)c(OC)cc2c2nc(-c3ccccc3)nn12
1	-0.9	COc1ccc(S(=O)(=O)N2CCC(C(=O)N[C@H](C(=O)N3CCCCCC3)C(C)C)CC2)cc1
8	-2.3	COc1ccc(C(CNC(=O)c2cccc(S(=O)(=O)NCc3ccccc3)c2)N(C)C)cc1 (stereo unspecified)

Quoted at random: 6 entries already listed
OX1R antag	STK33 kinase inh	smiles
33	-0.4	CC(C)(C)c1ccc(OCCCC(=O)NC2=NCCS2)cc1
nt	-1.3	O=S(=O)(c1ccccc1C(F)(F)F)N1CCN(CC(O)COc2ccccc2F)CC1 (stereo unspecified)
13	1.4	CC(C)NC(=O)Cn1c(SCC(=O)N2CCCc3ccccc32)nc2ccccc21
20	-1.1	O=C(NC(=S)NCCCN1CCOCC1)c1ccc(Br)cc1
-2	0.6	COc1ccc2ccccc2c1/C=N\n1c(C)cc(C)c(C(N)=O)c1=O
5	-4.3	CCSc1nnc(NC(=O)CSC2=NN3CCCC(=O)N=C3S2)s1

Next results follow:
OX1R antag	STK33 kinase inh	smiles
33	-0.7	CCn1c(SCC(=O)OC)nc2sc3c(c2c1=O)CC(C)(C)OC3
20	-1.2	CCS(=O)(=O)N1CCCC(C(=O)NCCN(C)Cc2ccccc2)C1 (stereo unspecified)
8	-1.8	CCCCC(=O)NC(=S)NNC(=O)c1ccc(OC)cc1
4	3.5	O=C(O)CCC(=O)c1ccc2ccc3cccc4ccc1c2c34
3	-0.7	Cc1cc(C(=O)COC(=O)c2ccc[nH]c2=O)c(C)n1-c1ccc(F)cc1
18	-0.7	CN(C)C(=O)c1cc(-c2ccccc2)no1
31	-1.1	CCc1nc(SCC(=O)Nc2ccc(OC)cc2[N+](=O)[O-])n[nH]1
12	-0.2	COC(=O)c1scc(C)c1NC(=O)Cc1ccccc1

(listing goes on)
OX1R antag	STK33 kinase inh	smiles
4	1.2	Cc1cc(NS(=O)(=O)c2ccc(NC(=O)/C=C/c3ccco3)cc2)nc(C)n1
10	-0.1	Cc1ccc(CN(C(=O)c2csnn2)C(C(=O)NC2CCCC2)c2ccccn2)cc1 (stereo unspecified)
4	-1.9	COc1ccc(CCNC(=O)C2CCN(S(C)(=O)=O)CC2)cc1
8	0.3	Cc1cc(C)nc(N2CCCC(C(=O)NCCc3ccc(F)cc3)C2)n1 (stereo unspecified)
45	-1.0	Cn1c(=O)c(/C=C/c2ccccc2)nc2ccccc21
20	-0.2	c1ccc(-c2nc(NCc3ccco3)c3oc4ccccc4c3n2)cc1
10	0.6	Cc1cc(Br)ccc1SCC(=O)OCC(=O)NC1CCCC1
23	-3.2	O=C(COC(=O)c1cccnc1Cl)Nc1ccc2c(c1)OCCO2

Other records:
OX1R antag	STK33 kinase inh	smiles
5	-3.2	CCCP(=O)(CC(=O)N(CC)CC)c1ccccc1 (stereo unspecified)
13	-1.0	CC1CCCCN1C(=O)CCc1nnc(Cc2c[nH]c3ccccc23)o1 (stereo unspecified)
20	-1.4	Cc1ccc(S(=O)(=O)N2CCN(CC(O)c3ccccc3)CC2)cc1C (stereo unspecified)
16	0.8	C=C1CCC2C(C)(C)[C@H](O)CC[C@@]2(C)[C@@H]1COc1cc(=O)oc2ccccc12 (stereo partly specified)
14	-6.5	O=C(NCC(c1cccnc1)N1CCN(c2ccc(F)cc2)CC1)c1ccc2c(c1)OCO2 (stereo unspecified)
48*	-0.6	O=[N+]([O-])c1ccc(-c2ccc(C=Nc3cccc4ccccc34)o2)cc1
5	-0.7	O=C(CSc1ccccn1)N1CCNC1=O
10	-1.3	Cc1ccc(-n2c(SCC(N)=O)nnc2-c2ccc(S(=O)(=O)N3CCCCC3)cc2)c(C)c1

(cont.)
OX1R antag	STK33 kinase inh	smiles
3	nt	O=C(COC(=O)c1ccc(O)cc1O)NC12CC3CC(CC(C3)C1)C2
46	-2.2	CCCc1cc2c(cc1NC(=O)c1ccccc1Cl)OCO2
20	-0.3	CCOC(=O)c1ccc(S(=O)(=O)N2CCN(CC(=O)NC(=O)NC3CCCCC3)CC2)cc1
-1	0.4	CC1(C)c2ccccc2N2CC(=O)N(CC(N)=O)C21C (stereo unspecified)
3	-0.8	Cc1cc(C)c(NC(=O)COc2nncc3ccccc23)c(C)c1
13	-2.4	Fc1ccc(Nc2nc(-c3ccncc3)nc3ccccc23)cc1
16	-0.7	CCSc1nc(C)cc(C)c1S(=O)(=O)c1ccccc1C
20	-0.6	O=C(CNc1cccc(S(=O)(=O)N2CCCC2)c1)Nc1ccc(C(F)(F)F)cc1

The list continues.
OX1R antag	STK33 kinase inh	smiles
13	-0.5	COc1ccc(NC(=O)CSc2nnc(CNC(=O)COc3ccc(Cl)cc3)o2)cc1
18	-1.5	Nc1cc(N)nc(SCC(=O)Nc2ccccc2)n1
13	2.6	CCCCN(C)CCNC(=O)c1cc2c(-c3cccc(OC)c3)nn(C)c2s1
4	-1.7	CCC(=O)Nc1cc(C(=O)OCC(=O)c2ccc(Cl)cc2Cl)ccc1C
20	0.7	COc1ccc(C2NC(C(=O)O)Cc3c2[nH]c2ccccc32)cc1OC (stereo unspecified)
107*	-0.8	O=C(N/N=C/c1cccnc1)c1ccc([N+](=O)[O-])cc1
19	1.0	COc1cc(NC(=S)NCCc2ccc(S(N)(=O)=O)cc2)c(OC)cc1Cl
17	-3.0	O=C(NC(=Nc1ccccc1)N1CCOCC1)Nc1ccccc1

(further entries)
OX1R antag	STK33 kinase inh	smiles
-1	-0.3	COc1ccc2c(c1)c(=O)c(C(=O)c1ccc(F)cc1)cn2CC(=O)Nc1ccc(F)cc1
8	-1.5	Cc1cccc(NC(=O)Nc2nnc(-c3ccccc3)o2)c1
11	0.0	Cc1ccc(NC(=O)COC(=O)CN2C(=O)c3ccccc3C2=O)cc1S(=O)(=O)N(C)C
2	-0.8	CCOC(=O)N1CCN(CC(O)COc2cc(C)ccc2C(C)C)CC1 (stereo unspecified)
48	-1.1	CCOC(=O)/C=C1\CN(Cc2ccc(OC)cc2)S(=O)(=O)c2ccccc21
-3	-0.9	S=c1[nH]nc(COc2ccccc2)n1/N=C/c1ccc(Cl)c(Cl)c1
20	3.8	Clc1ccc(-c2n[nH]c3c2CCCC3)cc1
8	-1.8	Cc1c(Cl)c([N+](=O)[O-])nn1CC(=O)NC(C)c1ccccc1 (stereo unspecified)

Following part
OX1R antag	STK33 kinase inh	smiles
2	-1.2	Cc1c(NC(=O)CN2C(=O)NC(CCc3ccccc3)C2=O)c(=O)n(-c2ccccc2)n1C (stereo unspecified)
10	7.4	O=C(COc1ccc([N+](=O)[O-])cc1)Nc1cccc(C(=O)Nc2ccccc2C(=O)O)c1
27	-0.2	O=C(Cn1nc(C(=O)O)c2ccccc2c1=O)Nc1ccc(F)cc1F
15	-1.3	COc1cc(N2C(=O)CC3(CCCC3)CC2=O)cc(OC)c1OC
4	-2.0	CC1CCN(C(=O)CSc2nnc(Cn3c(=O)sc4ccccc43)n2C)CC1
17	-0.3	Cc1c(C(=O)c2ccc(F)cc2)c2ccccn2c1CCc1ccccn1
-6	-1.0	CC(C)N1CC(C(=O)Nc2ccc(F)c(Cl)c2)CC1=O (stereo unspecified)
9	-0.2	Cc1cc(OCC(=O)Nc2nccs2)c2c(C)cc(=O)oc2c1

Copied from the list.
OX1R antag, `Fc1ccc(Nc2nc(-c3ccncc3)nc3ccccc23)cc1` is entered as 13
STK33 kinase inh, `Cc1cc(C)c(NC(=O)COc2nncc3ccccc23)c(C)c1` is entered as -0.8
OX1R antag, `Cc1cccc(NC(=O)Nc2nnc(-c3ccccc3)o2)c1` is entered as 8
OX1R antag, `CC(C)(C)C(=O)/C(=C\c1ccc([N+](=O)[O-])cc1)n1cncn1` is entered as 101*
STK33 kinase inh, `COc1ccc(C(CNC(=O)c2cccc(S(=O)(=O)NCc3ccccc3)c2)N(C)C)cc1` (stereo unspecified) is entered as -2.3
OX1R antag, `CC1CCCCN1C(=O)CCc1nnc(Cc2c[nH]c3ccccc23)o1` (stereo unspecified) is entered as 13

The list continues.
OX1R antag	STK33 kinase inh	smiles
30	-0.1	OCCNCCNCc1ccc(-c2ccccc2)cc1
-4	0.3	CC(C)n1cc(CN2CCN(CCc3ccccc3)C(CCO)C2)cn1 (stereo unspecified)
12	2.0	O=C(NCC1CC1)C1(C(F)(F)F)CC(CCc2ccccc2)CCCO1 (stereo unspecified)
-6	2.5	O=C1Nc2ccccc2C1Cc1ccc(OC(F)(F)F)cc1 (stereo unspecified)
4	-0.7	OC(COCc1ccccc1)CN1CCCC1 (stereo unspecified)
-3	0.5	CCOc1ccccc1CN1CCN(Cc2ccc(C)o2)CC1CCO (stereo unspecified)
5	-1.1	COc1ccc(NC(=O)CSc2nc(C)cs2)c(OC)c1
4	-1.1	CCCC(=O)Nc1ccc(C(=O)NNC(=O)c2ccco2)cc1

More compounds:
OX1R antag	STK33 kinase inh	smiles
10	-0.1	CSCCC(NC(=O)c1ccco1)C(=O)OCC(=O)Nc1sccc1C#N (stereo unspecified)
26	-1.0	CC(C)c1ccc(NC(=O)Nc2cc3sccc3n2C)cc1
5	0.9	C=C1/C=C(\C)C(C)(O)CC(O)CC(=O)C(O)C(O)C(C)CC(C)OC(=O)/C(C)=C/CC/C=C/C(OC)C(O)CC(C)C1 (stereo unspecified)
-1	-1.1	Cn1c(N)c(C(=O)COC(=O)COc2cccc(Br)c2)c(=O)n(C)c1=O
35	-1.3	Cc1ccc(O)c(C(=O)c2cnc3c(c2)c(-c2ccc(F)cc2)c(C#N)c(=O)n3C)c1
7	-0.8	CC(/C=N/NC(=O)Cn1cnc2c1c(=O)n(C)c(=O)n2C)=C\c1ccco1
11	0.4	C=CCOc1ccccc1CNCc1ccc(F)cc1
25	1.2	COC(=O)CSc1nc(N)c(C#N)c(C(C)C)c1C#N

Already shown: three of the compounds above.
OX1R antag	STK33 kinase inh	smiles
7	-0.8	CC(/C=N/NC(=O)Cn1cnc2c1c(=O)n(C)c(=O)n2C)=C\c1ccco1
11	0.4	C=CCOc1ccccc1CNCc1ccc(F)cc1
25	1.2	COC(=O)CSc1nc(N)c(C#N)c(C(C)C)c1C#N

The list continues:
OX1R antag	STK33 kinase inh	smiles
24	-0.4	COc1ccc(NC(=S)N(CCCN2CCCC(C)C2)Cc2cccs2)cc1 (stereo unspecified)
8	-2.1	COc1ccccc1Oc1ncnc2sccc12
51	0.0	O=C(NCCN1C(=O)S/C(=C\c2cccnc2)C1=O)C1CC(=O)N(Cc2ccco2)C1 (stereo unspecified)
19	0.0	O=C(Nc1ccc(F)cc1)c1cc(-c2ccncc2)nc2c(Cl)cccc12
22	-0.2	C=CCn1cc(CN2CCC(C(=O)Nc3cccc(-c4cccc(F)c4)c3)CC2)c(C)n1
-5	2.2	COc1cc(C(=O)OCc2cccc(S(=O)(=O)N3CCOCC3)c2)ccc1OCC(C)C
7	-0.9	CC(C)(O)C#Cc1ccc(C(=O)N2CCCC(CNS(=O)(=O)c3cccs3)C2)o1 (stereo unspecified)
13	0.4	C=CCn1c(SCCOc2ccc(OC)cc2)nnc1C(NC(=O)c1ccc(OC)cc1)C(C)C (stereo unspecified)

Structures listed so far marked active in OX1R antag.
OX1R antag	STK33 kinase inh	smiles
101*	1.9	CC(C)(C)C(=O)/C(=C\c1ccc([N+](=O)[O-])cc1)n1cncn1
48*	-0.6	O=[N+]([O-])c1ccc(-c2ccc(C=Nc3cccc4ccccc34)o2)cc1
107*	-0.8	O=C(N/N=C/c1cccnc1)c1ccc([N+](=O)[O-])cc1

Remaining list, next part
OX1R antag	STK33 kinase inh	smiles
0	-1.4	Oc1c(C(c2cccs2)N2CCN(c3ccc(F)cc3)CC2)sc2ncnn12 (stereo unspecified)
11	-4.8	Cc1ccc(CN2CCC(n3nccc3NC(=O)CCOc3ccccc3)CC2)o1
8	-1.0	Cc1cc(Cl)ccc1OCCCC(=O)NCc1ccncc1
26	-1.8	CCOC(=O)C(=O)Nc1nc(-c2ccccc2)c(CC)s1
23	-0.9	CCOC(=O)C1CCN(C(=O)COC(=O)c2ccc3[nH]c4c(c3c2)CCCC4)CC1
27	-0.1	Cc1ccsc1/C=N/NC(=O)c1nnn(-c2nonc2N)c1C
6	1.6	Cc1cccc2c(N=Nc3ccc(S(=O)(=O)Nc4cccc(Cl)c4)cc3[N+](=O)[O-])c(O)[nH]c12
10	0.7	O=C(O)c1ccc2c(c1)C(=O)N(c1nccs1)C2=O

Other results follow.
OX1R antag	STK33 kinase inh	smiles
4	-0.5	Cc1cc(C(=O)OCC(=O)NCc2ccco2)c(C)o1
3	-2.7	O=[N+]([O-])c1ccc(COc2ccc(-c3[nH]ncc3-c3ccc(Cl)cc3)c(O)c2)cc1
29	-1.3	CC(=O)Nc1cccc(C(=O)NC2CCCc3c2cnn3-c2cc(C)cc(C)c2)c1 (stereo unspecified)
3	2.9	CC1CC2(C)Oc3ccccc3CC2C(C)C1CNCCCN(C)C (stereo unspecified)

Screening results deposited in PubChem by several laboratories.
